# Screening results: PubChem BioAssay, National Center for Advancing Translational Sciences (NCATS)
# p53 reactivator: re-activators of mutant p53; H1299 p53-A138V BP100-luciferase reporter, luminescence, 24 h; Potency, µM (series often up to 92.2 µM), inactives show top-dose activity change, positive = activation, actives largely listed as activators; 0.063% of 320,000 active; AID 504706; further: potency means the concentration at half of the fitted maximal effect; % of control where 0% means no effect; nearly all actives have a fitted effect of over 45% in size
#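 H1299 (p53-null), stable ts p53-A138V + BP100-Luc; 1000 cells/well, Opti-MEM/10% FBS; cpd 4 pt, 1:5; 24 h, 37 deg C, 5% CO2; detection reagent 10 min RT; luminescence.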
# RORg inh: blocks mouse ROR gamma transcriptional activity; 5.4% of 310,000 active; P51450; Drosophila S2 Gal4-RORgamma UAS-luciferase reporter, 20 h; AID 2551; Potency, µM (top dose mostly 53.6 µM), without a hit: at the top dose activity change, negative = inhibition, actives largely listed as inhibitors; further: potency means the concentration at half of the fitted maximal effect; on the % scale 0 is the no-effect control and ±100 the full control effect; nearly all actives have a fitted effect of over 60% in size
# Target sequence (P51450 whole entry, looked up, the tested form may be a part): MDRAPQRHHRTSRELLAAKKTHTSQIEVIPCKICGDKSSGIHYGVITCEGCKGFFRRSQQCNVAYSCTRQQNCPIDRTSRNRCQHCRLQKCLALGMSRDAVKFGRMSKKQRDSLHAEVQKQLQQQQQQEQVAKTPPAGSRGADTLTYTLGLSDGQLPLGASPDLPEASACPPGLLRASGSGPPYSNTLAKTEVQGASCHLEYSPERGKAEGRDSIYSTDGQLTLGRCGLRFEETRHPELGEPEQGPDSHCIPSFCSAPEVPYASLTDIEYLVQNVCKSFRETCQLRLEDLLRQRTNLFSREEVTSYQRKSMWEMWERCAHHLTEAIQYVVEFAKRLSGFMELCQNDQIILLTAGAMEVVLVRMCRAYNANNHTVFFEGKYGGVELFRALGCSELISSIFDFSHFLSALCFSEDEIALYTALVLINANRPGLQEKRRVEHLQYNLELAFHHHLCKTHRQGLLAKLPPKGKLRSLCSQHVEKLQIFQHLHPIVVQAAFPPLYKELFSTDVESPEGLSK
#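 ROR gamma transcriptional activity was tracked as Gal4-UAS luciferase output in stably transfected Drosophila Schneider cells, with compound added 1 hr before 700 uM copper sulfate induction and a 20 hr ambient-temperature incubation.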
# Rab9 prom act: activators of Rab9 promoter | Potency, µM (doses to about 9.22 µM), without a hit: at the highest dose activation, negative = inhibition, usual class: activators | Huh7 Rab9 promoter-luciferase reporter, luminescence, 24 h | 2.8% of 320,000 active; further: potency means the concentration at half of the fitted maximal effect; % of control where 0% means no effect; nearly all actives have a fitted effect of over 60% in size
#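 Steps: seed 1500 Huh7 Rab9-luc cells per well, rest 2 h at 37 °C; add compound in DMSO; incubate 24 h; add luciferase reagent, 10 min ambient; read luminescence.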
# Gal4-VP16 FLuc: Gal4-VP16 reporter inhibition counter-screen; Drosophila S2 Gal4-VP16 UAS-luciferase, luminescence, 20 h; Potency, µM (highest dose often 53.6 µM), for the others: top-dose activity, negative = inhibition, actives largely listed as inhibitors; 3.5% of 310,000 active;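 further: Gal4-VP16 expression switched on by copper sulfate through the metallothionein promoter; potency means the concentration at half of the fitted maximal effect; on the % scale 0 is the no-effect control and ±100 the full control effect; nearly all actives have a fitted effect of over 50% in size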
# FLuc modulator: counter-screen for miR-21 project: firefly luciferase inhibitors or activators; purified FLuc, Km substrates, luminescence inhibition; AID 588342; Potency, µM (series often up to 57.5 µM), without a hit: top-dose activity change, negative = inhibition, actives largely listed as inhibitors; 6.9% of 360,000 active; P08659;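 further: potency means the concentration at half of the fitted maximal effect; plate controls were vehicle for no effect and reference inhibitor for full effect; nearly all actives have a fitted effect of over 55% in size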
# Target sequence (P08659 whole entry, looked up): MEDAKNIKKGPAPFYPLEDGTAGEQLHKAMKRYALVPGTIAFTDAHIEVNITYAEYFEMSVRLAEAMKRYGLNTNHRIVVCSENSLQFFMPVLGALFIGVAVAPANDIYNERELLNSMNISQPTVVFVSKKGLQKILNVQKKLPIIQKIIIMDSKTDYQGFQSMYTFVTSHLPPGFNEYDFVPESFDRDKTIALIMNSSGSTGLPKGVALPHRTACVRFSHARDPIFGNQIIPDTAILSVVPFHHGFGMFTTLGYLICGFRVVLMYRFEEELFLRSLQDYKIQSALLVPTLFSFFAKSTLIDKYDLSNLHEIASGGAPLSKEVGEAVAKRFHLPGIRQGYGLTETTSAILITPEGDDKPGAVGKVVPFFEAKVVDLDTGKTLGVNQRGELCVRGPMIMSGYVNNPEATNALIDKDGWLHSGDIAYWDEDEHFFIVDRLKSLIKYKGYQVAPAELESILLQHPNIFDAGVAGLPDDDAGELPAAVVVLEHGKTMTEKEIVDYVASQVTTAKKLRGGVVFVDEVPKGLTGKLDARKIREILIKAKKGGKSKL
#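 Biochemical qHTS of compounds, final roughly 60 µM downward over six points, against 10 nM purified firefly luciferase using Km concentrations of substrates (10 uM D-luciferin, 10 uM ATP) in Tris acetate pH 7.5 buffer; luminescence output.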
# ELG1 genotoxic: inducers of genotoxicity in HEK293T ELG1-luciferase cells; HEK293T ELG1-luciferase reporter, luminescence, 16 h; 1.3% of 330,000 active; Potency, µM (highest dose often 46 µM), inactives show top-dose activity change, positive = activation, usual class: activators; AID 504466; further: potency means the concentration at half of the fitted maximal effect; % of control where 0% means no effect; nearly all actives have a fitted effect of over 60% in size
#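 16 hr compound incubation (37 °C, 5% CO2) of HEK293T cells carrying luciferase-tagged ELG1; luciferase then measured by ONE-Glo luminescence after 30 min at RT.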
# BRCA1 expr up: BRCA1 expression activation. MCF7-BRCA1-FFLuc reporter, luminescence, 48 h; response scale: scaled: vehicle 0%, 10 µM genistein 100%. Potency, µM (top dose mostly 46.1 µM), inactives show at the highest dose activation, most hits filed as activators. 1.1% of 380,000 active. AID 624202; further: potency means the concentration at half of the fitted maximal effect; nearly all actives have a fitted effect of over 80% in size; some results filed as inactive show a strong effect at the top dose
#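 Luminescence from a BRCA1-driven firefly luciferase in MCF7 cells was read after 48 h compound exposure at 37 C. Data normalized against DMSO and a 10microM genistein activation control, then curve-fitted across the titration.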
# ELG1 repair inh: blocks ELG1-dependent DNA repair in HEK293T cells. HEK293T ELG1-luciferase reporter, luminescence, 16 h; DNA damage induced by 5-fluorouridine. Potency, µM (doses to about 46.1 µM), for the others: at the top dose activity change, negative = inhibition, usual class: inhibitors. 2.3% of 330,000 active; further: potency means the concentration at half of the fitted maximal effect; on the % scale 0 is the no-effect control and ±100 the full control effect; nearly all actives have a fitted effect of over 55% in size
#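 HEK293T cells expressing luciferase-tagged ELG1 (2,000/well) received 5-Fluorouridine plus compound or DMSO for 16 hr at 37 °C. Luciferase was read by ONE-Glo luminescence after 30 min at room temperature.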
# NPC1 promoter act: activates the NPC1 promoter; Huh7 NPC1 promoter luciferase reporter, 24 h; Potency, µM (titrated, usually from 9.22 µM), inactives show at the highest dose activation, actives largely listed as activators; 2.4% of 320,000 active; AID 485313;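 further: potency means the concentration at half of the fitted maximal effect; % of control where 0% means no effect; nearly all actives have a fitted effect of over 60% in size; reporter is driven by a mutant NPC1 promoter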
#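 NPC1 promoter–luciferase Huh7 cells; 24 h compound; luminescence.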
# Tb PFK inh: T. brucei PFK enzyme inhibition; O15648; T. brucei PFK, ADP-Glo luminescence; Potency, µM (titrated, usually from 57.5 µM), without a hit: at the top dose activity, negative = inhibition, actives largely listed as inhibitors; 0.17% of 330,000 active;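 further: potency means the concentration at half of the fitted maximal effect; 0% = uninhibited 1x PFK enzyme wells and -100% = no-enzyme wells; nearly all actives have a fitted effect of over 60% in size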
#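 1.25 nM PFK with 0.5 mM F6P and 0.1 mM ATP in 0.1 M TEA pH 8.0, 5 mM MgCl2, incubated 45 min at room temperature; ADP measured by ADP-Glo luminescence; compounds titrated up to 57 uM.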
# TRPV1 ag: human TRPV1 agonism; Q8NER1; TRPV1-expressing cells, Fluo-8 calcium influx, agonist mode; activation, % at 8.33 µM; 0.19% of 320,000 active; AID 540275; in the data active means activation above about 80%; inconclusive means between about 30% and that limit; further: 0% is about no effect
#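 Cells expressing TRPV1 were dye-loaded with Fluo-8 and read kinetically: 10 s baseline, 3 min after compound (agonist portion), then 2 min after EC20 capsaicin (allosteric enhancer portion). Calcium-bound dye fluorescence at 480/520 nm.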
# Numbers without * were called inactive; ? = inconclusive; nt = no result given; & = joins results of further samples; [ ] = another dose, or the depositor's remark. Unless noted, the call rests on the fitted dose curve; in most records, active means well fitted curve in the direction sought with a large enough effect; inconclusive means small, poorly fitted or top-dose-only effect, or another doubt; inactive means no such curve, though single readings can be large; an effect the other way counts as inactive or inconclusive. This is a subset; the hit share may differ from the screen's.
Structure	p53 reactivator	Tb PFK inh	TRPV1 ag	BRCA1 expr up	Gal4-VP16 FLuc	Rab9 prom act	NPC1 promoter act	ELG1 genotoxic	ELG1 repair inh	RORg inh	FLuc modulator
CC(=O)OC1C=CC2[C@H]3Cc4ccc(O)c5c4[C@@]2(CCN3C)C1O5 (stereo not given in full)	-1%	0%	nt	-5%	nt	nt	nt	0%	13%	nt	nt
COc1ccc2c(c1OC)C(=O)OC2c1c(O)n(C2CCCCC2)c(=O)[nH]c1=O (stereo not given)	-3%	1%	0	-26%	1%	-8%	-7%	2%	-1%	6%	4%
Cc1cc(/C=C2\C(=O)NC(=O)N(c3ccc(F)cc3)C2=O)c(C)n1-c1ccc(C(=O)O)cc1	-2%	-8%	-2	0%	3%	-16%	-1%	0%	6%	-19%	-11%
Cc1ccc(OC(F)F)c(N2C(=O)C3C4CCC(O4)C3C2=O)c1 (stereo not given)	1%	-1%	-1	6%	nt	-1%	-3%	1%	?	nt	nt
CC(=O)C1(c2ccccc2)CCN(C(=O)C2CCC(=O)N(CCc3cccc(F)c3)C2)CC1 (stereo not given)	1%	0%	-6	-8%	-10%	2%	-4%	-12%	-12%	0%	2%
CC(Cc1ccccc1)NCCC(c1ccccc1)c1ccccc1 (stereo not given)	-10%	-3%	13	-68%	nt	-6%	-6%	-35%[inhibitor]	-13%	nt	-3%
CON(C)C(=O)Nc1ccc(Cl)cc1	14%	-11%	?	8%	nt	-2%	-1%	17%	23%	-1%[0.365 µM]	-1%
O=P1(Nc2cccnc2)COc2ccccc2OC1	4%	-4%	-2	-3%	-1%	7%	0%	0%	-18%	-2%	1%
O=C1CC(=O)N(c2ccc(Cl)cc2Cl)C(=O)N1	6%	-2%	-3	1%	0%	4%	0%	2%	-5%	2%	0%
CCC(=O)c1ccc(OCC(=O)N2CCN(CC(=O)Nc3ccc(C)cc3)CC2)cc1	-5%	0%	nt	2%	nt	nt	nt	-1%	1%	nt	nt
Nc1ccc(CCN2CCCC2)cc1	nt	1%	2	0%	nt	-3%	-4%	-2%	-2%	nt	-2%
CCCCCCCC(=O)NC(Oc1ccccc1[N+](=O)[O-])C(Cl)(Cl)Cl (stereo not given)	5%	-13%	?	-2%	-2%	2%	-1%	1%	11%	?	3%
O=C1N(c2ccccc2)C(c2cccnc2)N2CCCN12 (stereo not given)	-5%	8%	3	-53%	0%	3%	-3%	2%	?	-6%	-3%
COc1ccc(OC)c(C(O)C2CCCCN2)c1 (stereo not given)	9%	0%	-5	3%	-5%	-3%	0%	-2%	-7%	?	-2%
COc1cc(O)cc2c1C(=O)O[C@@H](C)CCCC(=O)CCCCC2	-9%	-1%	4	-14%	7%	-7%	0%	-3%	0%	18%	0%
COc1cccc(OP(=O)(Nc2ccccc2)Oc2cccc(OC)c2)c1	nt	-1%	17	-1%	-8%	5%	1%	-9%	?	32%	2%
COc1ccc(/C=C2/C(=O)NC(=O)N(c3ccccc3)C2=O)cc1CN1C(=O)c2ccccc2C1=O	-2%	1%	1	-1%	-4%	-1%	0%	1%	7%	5%	?
Cc1nn(Cc2ccccc2)c(C)c1C(=O)OCC(=O)Nc1cccc(S(N)(=O)=O)c1	-1%	-4%	4	-9%	-19%	0%	-2%	-2%	0%	10%	-19%
NC(N)=Nc1ccc2[nH]c3c(c2c1)C[C@@]1(O)[C@H]2Cc4ccc(O)c5c4[C@@]1(CCN2CC1CC1)C3O5 (stereo not given in full)	0%	2%	nt	-5%	nt	nt	nt	1%	4%	nt	nt
CCc1nnc(NS(=O)(=O)c2ccc(N=Cc3c(O)n(-c4ccccc4)c(=O)[nH]c3=O)cc2)s1	4%	-6%	0	-4%	-8%	1%	-8%	2%	15%	3%	-10%
CN(Cc1ccccc1)C(=O)Cn1c(=O)oc2cc(S(=O)(=O)NCc3ccccc3)ccc21	1%	-3%	4	-5%	?	-1%	0%	-10%	?	?	2%
O=c1c2ccccc2nc(/C=C/c2ccco2)n1-c1ccccc1O	0%	-16%	?	-33%	?	0%	6%	-3%	?	?	-5%
COc1cc(-n2c(=S)[nH]c3ccccc3c2=O)c(Cl)cc1Cl	1%	1%	8	-64%	5.6µM*	-3%	0%	-4%	3%	2.8µM*	5%
O=C(C(=O)N1CCOCC1)c1cn(Cc2ccccc2Cl)c2ccccc12	-1%	7%	-7	-8%	-7%	1%	0%	7%	-12%	?	5%
C#C[C@]1(O)CCC2C3CCC4=C/C(=N/OCC(=O)NC(C)C(=O)NC(CCSC)C(=O)O)CC[C@]4(C)C3CC[C@@]21C (stereo not given in full)	-3%	-14%	-1	-35%	-7%	0%	0%	0%	8.2µM*	-19%	4%
Cc1cc(Oc2ccc(C(F)(F)F)cc2[N+](=O)[O-])c2c3c(c(=O)oc2c1)CCCC3	2%	-5%	6	-13%	-1%	0%	1%	1%	-6%	-2%	3%
CN(C)c1ccc(C(=O)c2ccc(N(C)C)cc2)cc1	?	-2%	27	-1%	-10%	-4%	-12%	23µM*	?	16%	13µM*
COc1ccc(-n2c(O)c(C=NCCN(C)C)c(=O)[nH]c2=O)cc1	1%	-15%	1	3%	-14%	10%	1%	-1%	0%	-17%	0%
Cc1cc(C(C)(C)C)cc(C)c1CC1=NCCN1	-7%	-4%	2	14%	-14%	-12%[46.1 µM]	5%[46.1 µM]	-2%	?	22%	3%
CN1CCN(Cc2ccc3ccccc3c2)CC1	3%	-3%	0	1%	-18%	-2%	2%	-4%	-3%	-3%	2%
CCOP(=O)(OCC)C(O)c1ccc(N(C)C)cc1 (stereo not given)	5%	0%	-5	-7%	-1%	0%	-3%	0%	-1%	-5%	0%
CC(C(=O)c1ccc2ccccc2c1)N1CCCCC1 (stereo not given)	4%	-3%	4	-1%	8%	-5%	-7%	-2%	13%	13%	0%
CCOP(=O)(OCC)C(NC(=O)c1ccc(C)cc1)=C(Cl)Cl	-8%	0%	-1	-10%	2%	-4%	-3%	2%	?	-13%	1%
Cc1c(N=Cc2c(O)n(CCc3ccc(F)cc3)c(=O)[nH]c2=O)c(=O)n(-c2ccccc2)n1C	-6%	-11%	0	7%	nt	-2%	2%	-5%	?	13%[0.365 µM]	-1%
CC(=O)N1CCc2cc(S(=O)(=O)NCCCN3CCN(Cc4ccccc4)CC3)ccc21	1%	1%	1	-23%	-7%	4%	0%	-5%	?	13%	1%
CN1CCN(c2nc(N)cc(=O)[nH]2)CC1	12%	-7%	11	19%	-10%	-5%	-1%	0%	6%	-10%	2%
O=C(CNC(=O)c1ccc(Br)cc1)NCC(=O)OCC(=O)c1ccc([N+](=O)[O-])cc1	18%	-3%	5	11%	?	-6%	4%	0%	8%	-3%	-1%
C[N+]1(C)[C@@H]2CC[C@H]1CC(OC(=O)C(CO)c1ccccc1)C2 (stereo not given in full)	-2%	1%&-2%	-1&0	4%	-18%&-10%	-7%&2%	0%&-2%	5%	2%	-20%&-15%	0%&1%
COc1ccc(OC)c(-n2c(O)c(C=NCCN3CCNCC3)c(=O)[nH]c2=S)c1	-6%	3%	-5	-4%	-2%	-2%	-6%	-2%	0%	3%	-1%
CC1C(OC(=O)CCC(=O)NC(C)(C)CO)O[C@H]2OC3(C)CC[C@H]4[C@H](C)CCC1C24OO3 (stereo not given in full)	6%	1%	-2	-21%	2%	-16%	-18%	-10%	1.2µM*	1%	0%
O=C1NC(=O)N(Cc2ccco2)C(=O)/C1=C/C=C/c1ccco1	-13%	30µM*	8	0%	3%	-12%	-10%	-10%	?	4%	?
CCC(=NC(C)c1ccccc1)c1c(O)[nH]c(=O)[nH]c1=O (stereo not given)	-4%	-4%	1	-22%	-7%	3%	-1%	6%	?	-14%	0%
Cc1c(NP(=S)(C(C)(C)C)C(C)(C)C)c(=O)n(-c2ccccc2)n1C	1%	3%	-1	-20%	0%	-3%	-10%	-2%	12%	-2%	-1%
O=C(NCc1cccnc1)C(Cl)(Cl)Cl	0%	-4%	-4	5%	4%	3%	0%	-1%	7%	-5%	0%
COC(=O)C1=C(c2ccc(C(C)=O)cc2)C[C@@H]2CC[C@H]1N2C(=O)NCCCOC(C)C	6%	5%	-1	-4%	nt	1%	-1%	-1%	?	nt	0%
